NPR2 activator: GC-B (human) receptor activation; P20594; HEK293-GC-B cells, CNP EC30, cGMP TR-FRET; 0% at EC30 CNP, 100% saturating CNP; activation, % at 10 µM; 370,000 compounds, 0.11% hits;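 active = activation at 10 µM reaching about 35% in either raw or pattern-adjusted values, limit read from the data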
NPR1 activator: GC-A (human) enzyme activation; activation, % at 10 µM; 370,000 compounds, 0.14% hits; AID 1671463; P16066; HEK293 GC-A cells, cGMP TR-FRET, EC30 ANP; 0% at EC30 ANP, 100% saturating ANP; in the data active = activation above about 40%
sPLA2-III inh: Blocks human group III sPLA2 activity. QFRET BODIPY PC-A2 liposome hydrolysis, fluorescence. 370,000 compounds, 0.56% hits. inhibition, % at 12.2 µM;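 active = inhibition above mean plus 3 SD of compounds lying within the high and low control bounds, cut at about 19% in these data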;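 also: 0% = median of test compound wells and 100% = no enzyme DMSO wells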
ADAM10 inh: ADAM10 inhibition, QFRET primary screen; O14672; recombinant ADAM10, EDANS/DABCYL FRET peptide cleavage, 3 h; inhibition, % at 7 µM; 370,000 compounds, 0.62% hits;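 active = inhibition above a per-campaign cutoff equal to the mean of compounds falling between control-based bounds plus 3 SD, cut at about 20% in these data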;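 also: 0% = DMSO wells while the 100% control is not disclosed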
rCAG binder: r(CAG) repeat RNA binding; TO-PRO-1 dye displacement fluorescence; 370,000 compounds, 1.3% hits; inhibition, % at 3 µM; AID 651821;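 active = inhibition above the plate cutoff, the mean of all test compounds on that plate plus 3 SD, cut at about 35% in these data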;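 also: 0% = DMSO alone and 100% = 100 µM mitoxantrone as full dye displacement; higher means more dye released from RNA so lower well fluorescence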
FXN GAA850 act: frataxin GAA850 promoter activation. AID 540364. HEK293 lucGAA850 FXN promoter luciferase reporter, 24 h; percent of 10 µM SAHA response. 360,000 compounds, 0.56% hits. activation, % at 6 µM;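 active = activation above the average of all compounds screened plus 3 SD, cutoff fixed separately per campaign, cut at about 7.5% in these data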;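 also: 0% = DMSO wells and 100% = 10 µM SAHA wells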
Tn6 DDE FP: disrupts Tn6 cyclic peptide binding to fibrin D-Dimer-E complex; P02675; Fibrin DD(E) TRITC-Tn6 fluorescence polarization displacement; inhibition, % at 8.3 µM; 370,000 compounds, 0.21% hits; AID 720509;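 active = inhibition above a per-campaign cutoff: mean of compounds within control limits plus 3 SD, cut at about 15% in these data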;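 also: 0% = median of all compound wells on the plate and 100% = blocking peptide control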
ARFGAP1 inh: rat ARFGAP1 inhibition | Q62848 | Arfgap1-stimulated ARF1 GTP hydrolysis, GDP FP detection | inhibition, % at 16.5 µM | 360,000 compounds, 0.26% hits | AID 651572;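 active = inhibition above a per-plate limit, mean inhibition of low control wells plus 3 SD, cut at about 25% in these data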;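 also: 0% = DMSO wells with enzyme and 100% = wells lacking Arfgap1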
Target sequence (Q62848 1-136 limits assumed): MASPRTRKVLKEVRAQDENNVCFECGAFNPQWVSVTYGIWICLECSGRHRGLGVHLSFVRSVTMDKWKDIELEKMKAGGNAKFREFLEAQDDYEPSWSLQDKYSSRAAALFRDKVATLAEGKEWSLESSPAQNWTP
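System: truncated rat Arfgap1 GAP domain / Benchmarks: high control wells lacking Arfgap1, low control full reaction with DMSO / Times: compound-enzyme preincubation 20 min, reaction 120 min, detection 60 min, 25 °C / Repeats: one replicate per compound / Also added: human ARF1(Δ1-17)-GTP substrate / Measured by: Tracer-displacement fluorescence polarization with EDTA stop, 620/688 nm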
KLK7 zymogen act: activators of human kallikrein-7 zymogen; P49862; 370,000 compounds, 0.9% hits; purified proKLK7, EDANS-DABCYL substrate fluorescence; 100% is mature enzyme control, 0% vehicle; AID 652039; activation, % at 7 µM;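 active = activation above the mean of all tested compounds plus 3 SD, computed per campaign excluding outliers beyond control limits, cut at about 13% in these data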
Target sequence (P49862 whole entry, looked up): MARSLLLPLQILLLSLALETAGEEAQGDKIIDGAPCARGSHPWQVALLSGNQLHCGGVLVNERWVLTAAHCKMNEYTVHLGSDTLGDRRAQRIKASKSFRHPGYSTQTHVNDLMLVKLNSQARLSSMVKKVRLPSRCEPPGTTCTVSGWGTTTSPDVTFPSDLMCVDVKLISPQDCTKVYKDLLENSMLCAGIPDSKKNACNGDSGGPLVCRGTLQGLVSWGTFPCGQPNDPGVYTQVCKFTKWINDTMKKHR
ASAP1 inh: blocks human ASAP1-stimulated Arf1 GTP hydrolysis; Q9ULH1; AID 624377; GDP FP detection; inhibition, % at 16.5 µM; 360,000 compounds, 0.19% hits; in the data active = inhibition above about 25%;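 also: 0% = vehicle with enzyme and substrate and 100% = no enzyme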
Target sequence (Q9ULH1 325-724 limits assumed): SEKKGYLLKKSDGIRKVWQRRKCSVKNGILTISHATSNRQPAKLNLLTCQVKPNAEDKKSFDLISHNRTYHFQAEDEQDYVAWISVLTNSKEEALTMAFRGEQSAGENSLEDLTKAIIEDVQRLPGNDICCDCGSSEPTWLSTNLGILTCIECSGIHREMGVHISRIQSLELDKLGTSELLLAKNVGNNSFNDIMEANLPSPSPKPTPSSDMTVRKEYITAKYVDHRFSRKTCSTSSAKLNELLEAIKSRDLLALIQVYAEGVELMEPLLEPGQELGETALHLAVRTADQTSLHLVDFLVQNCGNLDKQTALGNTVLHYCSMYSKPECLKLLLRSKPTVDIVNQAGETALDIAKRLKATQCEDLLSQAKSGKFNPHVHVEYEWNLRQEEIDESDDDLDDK
The depositor's hits bear a star; nt = not tested or not shown.

SMILES	NPR2 activator	NPR1 activator	sPLA2-III inh	ADAM10 inh	rCAG binder	FXN GAA850 act	Tn6 DDE FP	ARFGAP1 inh	KLK7 zymogen act	ASAP1 inh
COc1ccc(C2CC(c3ccccc3OC(C)=O)=NN2C(C)=O)cc1 (stereo not drawn)	4.8	-2.0	-0.1	3.4	-6.9	2.3	-7.0	-0.3	0.5	8.5
CC(NS(=O)(=O)c1ccc2c(c1)C(C)(C)C(=O)N2C)c1ccccc1 (stereo not drawn)	4.5	0.5	-3.4	6.5	0.3	1.3	-5.9	-2.3	0.3	-3.9
O=[N+]([O-])c1cccc(C=NNC(=S)NC23CC4CC(CC(C4)C2)C3)c1	-0.9	-4.6	-0.8	0.1	5.4	-2.0	-1.3	-4.4	0.2	10.0
Cc1ccc(Nc2nc3ccccc3s2)cc1	-4.8	3.0	-2.5	8.1	3.0	4.7	0.2	0.4	-0.3	12.1
CCOc1cc(N2CCOCC2)c(OCC)cc1NC(=O)C1CCCC1	3.4	1.6	-3.4	-6.4	-9.8	-1.6	1.0	5.7	0.5	-16.3
CCOC(=O)C1(CCCc2ccccc2)CCN(CCCn2cccn2)CC1	1.0	-2.6	-0.9	-6.0	-7.8	-0.3	2.4	0.2	-0.6	10.4
O=C(NCCCN1CCCC1=O)c1cccnc1	-0.9	-3.6	-0.1	-0.3	-0.7	1.0	-11.1	2.1	-0.4	-10.1
Cc1ccccc1C(=O)NNC(=S)NC(=O)c1ccccc1	1.4	7.5	16.7	13.6	3.4	1.9	5.2	0.4	-0.3	4.0
C#CCn1c(=NC(=O)c2sc3ccccc3c2Cl)sc2cc(S(N)(=O)=O)ccc21	-0.3	0.9	-0.1	-22.6	-1.8	2.8	0.5	82.2*	29.7*	10.8
COc1ccccc1NC(=S)N(Cc1ccc(Cl)cc1)CC1CCC(C(=O)O)CC1 (stereo not drawn)	-2.1	-3.9	3.5	1.9	19.1	0.3	0.5	11.1	0.3	4.6
CC(=O)N1CCc2cc(S(=O)(=O)NCCC(=O)NC3CCCc4ccccc43)ccc21 (stereo not drawn)	-6.3	2.7	8.4	-2.3	-3.2	2.9	2.6	13.5	0.1	8.9
Cc1ccc(N2C(=O)/C(=C/c3ccco3)SC2=S)cc1	-1.0	-2.0	7.1	4.9	43.7*	5.3	6.5	-2.4	-0.4	-7.0
Cc1occc1C(=O)NNC(=O)C1CCCC1	1.4	-0.7	-1.8	5.6	2.0	2.1	1.0	-13.2	0.5	3.1
O=S(=O)(NCCc1ccccc1)c1cnc(Cl)c(Br)c1	-0.1	2.5	-5.3	-69.0	-2.6	0.8	14.0	10.4	-0.5	-0.8
CCC(=O)NC(c1cc(Cl)c2ccccc2c1O)C(C)C (stereo not drawn)	-0.7	-3.9	-3.6	-64.0	0.3	-1.5	2.0	5.8	-104.5	17.9
CCN1CCCC1CNC(=O)Cn1cc2c(n1)CCC(C)C2 (stereo not drawn)	-2.0	1.1	1.3	-11.0	-1.8	0.7	-0.6	5.9	0.1	13.4
CCCC[C@@H]1Cc2[nH][nH]c(=O)c2[C@H](c2ccc3ccccc3c2)O1	-0.3	-3.0	-43.6	7.3	26.8	nt	-2.7	6.1	-2.5	4.9
Cc1cc2nc(C)n(CCCNC(=O)Nc3cccc4ccccc34)c2cc1C	-6.0	-17.2	-45.0	-13.2	-5.7	-0.1	-5.9	3.6	-0.8	8.6
CCOc1ccc(C(=O)Nc2ccccc2N2CCCC2)cc1	-1.4	-0.8	-0.1	0.1	-3.5	1.4	3.6	1.2	-0.2	8.3
O=C(COc1ncnc2cc([N+](=O)[O-])ccc12)NC1CCCCC1	0.6	1.3	-1.5	-6.9	6.5	1.9	3.0	6.4	-0.5	5.5
COc1cccc(NC(=O)COc2cc(O)c3c(c2)OC(C)(C)CC3=O)c1	-1.6	-0.3	-1.7	-9.4	-1.8	2.3	-1.7	7.8	0.6	-3.3
O=C(NC(=S)N1CCN(c2ccccc2)CC1)c1ccc(S(=O)(=O)N2CCOCC2)cc1	-2.2	-1.0	3.0	-3.3	4.4	1.6	0.2	6.8	-0.5	-2.8
O=C(c1ccc(S(=O)(=O)N2CCOCC2)cc1)N1CCN(c2cccc(Cl)c2)CC1	-1.4	1.2	-3.3	10.8	-2.1	-0.6	-0.5	1.7	0.4	2.7
COc1ccc(CN2CC(C(=O)NCCc3ccc(C)cc3)CC2=O)cc1 (stereo not drawn)	3.8	0.2	2.4	4.1	-0.2	0.9	3.5	7.0	-0.1	-1.4
S=c1[nH]nc(Cc2ccccc2)n1-c1ccccc1	3.7	3.7	14.3	-1.4	-1.0	-1.4	0.1	10.4	0.5	6.8
CCCN(/C=N/c1sc2c(c1C#N)CCCCC2)CCC	-1.9	-1.4	11.8	8.8	7.9	5.5	-2.5	-3.5	0.9	5.6
CN1CCN(C(=O)c2ccc(CSc3ccc(Cl)cc3)cc2)CC1	1.7	4.4	-2.5	-4.3	-9.1	3.4	7.5	-5.9	0.2	6.7
CCOC(=O)N1CCN(C(=O)C2CCC(=O)N(CCc3ccccc3)C2)CC1 (stereo not drawn)	4.7	-0.4	-2.7	11.4	-4.7	1.1	-5.5	11.0	0.4	-2.5
COC(=O)C1CN(C2CCCC2)CCS(=O)(=O)N1Cc1ccc(Cl)cc1 (stereo not drawn)	-0.3	0.3	10.9	-9.1	3.6	nt	-2.7	nt	0.6	nt
Cc1cccc(OCC(=O)NNC(=O)c2ccc3nc[nH]c3c2)c1	2.7	-2.2	1.2	-9.6	6.3	0.8	1.1	8.9	0.3	-1.5
COCCn1c(C)cc2c(c1=O)C(c1ccccc1F)C(C#N)=C(N)O2 (stereo not drawn)	6.4	0.4	9.9	-49.4	0.2	-1.4	-3.6	7.6	-0.8	16.6
O=C(N/C(=C/C=C/c1ccccc1)C(=O)N1CCOCC1)c1ccccc1Cl	2.1	-2.4	-2.9	-4.4	-4.0	1.9	-8.6	0.2	0.3	8.7
COc1ccc(OCc2cn(CC(=O)c3ccc(O)cc3)nn2)cc1	-0.2	2.0	-30.4	1.1	6.0	2.8	0.1	3.4	-0.3	1.8
CC1CCc2nc(NC(=O)c3ccco3)sc2C1 (stereo not drawn)	-0.5	3.0	-5.2	5.8	1.4	-6.2	-5.5	-4.7	-0.4	0.7
CC1(C)Cc2ccccc2C(C(=O)c2ccccc2)=N1	-0.1	-2.0	0.0	2.6	-5.7	2.1	1.5	3.8	0.5	3.9
O=C(Nc1ccc2c(c1)OCO2)c1ccc(Cl)c(S(=O)(=O)N2CCOCC2)c1	0.5	2.4	0.2	0.0	2.0	1.4	5.4	7.8	-0.5	-2.7
COCc1n[nH]c(=S)n1-c1ccccc1	-4.2	1.4	9.2	-6.8	1.1	2.3	1.9	5.0	-0.8	7.8
O=C(CSc1nnc(-c2ccncc2)o1)Oc1ccccc1	2.4	20.8	0.7	-8.5	-4.5	1.0	5.7	8.5	0.2	1.7
COC(=O)c1cn(NC(=O)CC2CCCCC2)c(=O)c2ccccc12	-2.2	3.1	-1.9	-5.8	2.6	0.4	1.8	-7.6	-1.3	-8.8
NC(=O)CCn1c(C(=O)c2cccc([N+](=O)[O-])c2)c2ccccc2[n+]1[O-]	4.5	2.6	-0.5	-1.6	4.5	-2.0	3.0	7.8	-0.6	-10.6
CC1=C(C)CC2C(=O)N(Cc3ccccc3)C(=O)C2C1 (stereo not drawn)	-3.5	0.8	2.4	-3.2	-2.8	2.6	-0.8	0.4	0.1	0.5
COc1ccc(-n2c(Cc3cccn3C)nnc2SCC(=O)N2CCOCC2)cc1	3.1	-0.8	-10.4	-11.5	7.2	1.9	2.9	4.0	0.3	10.6
O=C(COC(=O)C1CC(=O)N(Cc2ccccc2)C1)Nc1cccc([N+](=O)[O-])c1 (stereo not drawn)	-3.1	-4.1	4.4	-10.9	-0.9	-0.1	1.6	-8.9	-0.3	-12.3
COc1ccc(-c2nc(-c3ccc(Br)cc3)no2)c(OC)c1	-0.7	5.0	7.5	-0.8	3.8	3.1	-8.1	7.0	0.1	13.7
COc1ccc(C(=O)NCCCc2nc3ccccc3n2Cc2cc(C)ccc2C)cc1OC	-0.5	-4.5	-6.5	7.0	1.7	1.7	0.8	7.0	-0.6	-0.6
CS(=O)(=O)N(CC(=O)N1CCc2ccccc2C1)Cc1ccc(F)cc1	-0.7	-3.5	-9.7	-6.9	-5.4	0.8	-5.0	4.9	-0.4	15.2
CSc1ncccc1C(=O)OCn1nnc2ccccc2c1=O	4.2	2.0	1.7	-0.6	2.9	0.5	-1.2	5.7	-0.1	12.6
Nc1nc(N2CCN(c3ccccc3)CC2)n[nH]1	3.4	-0.8	-0.3	-0.6	1.4	1.3	0.8	3.3	-0.3	15.2
OCC[C@@H]1C[C@H](O)[C@@H](O)[C@]2(OCc3ccccc32)O1	6.3	-1.8	1.0	-1.7	-2.9	0.0	-4.9	4.6	0.9	-5.1
COc1ccccc1Cc1c(-c2ccccc2)nc2ccc(Cl)cn12	-2.4	0.8	11.1	-36.4	10.8	nt	3.6	7.7	-1.5	14.7
CC12CCC(c3c(C(=O)O)nn(-c4ccccc4)c31)C2(C)C (stereo not drawn)	-2.6	-0.6	3.3	-7.1	3.7	0.8	1.0	-2.7	0.5	7.5
C=CC[C@@H](CC(=O)N[C@H](CO)Cc1ccccc1)C(=O)N[C@@H](COC(=O)[C@@H](CC=C)Cc1ccc(F)cc1)Cc1ccccc1	-4.2	-0.6	1.8	-3.3	0.6	-0.7	-2.3	1.0	0.1	-4.5
CCOc1ccc(S(=O)(=O)c2ccc(C)cc2)c2c1no[n+]2[O-]	2.1	1.8	-4.0	6.7	1.8	0.6	0.5	0.8	-0.2	4.4
COc1ccc(/C=C(/NC(=O)c2ccc(C)cc2)C(=O)N2CCCC2)cc1OC	-3.8	-0.2	-1.2	5.9	-5.0	-1.4	0.9	2.1	-0.5	-14.2
CCCc1cc(C(=O)Nc2cccc3ccccc23)n(C)n1	-1.4	0.0	-4.6	1.9	-0.6	-2.4	-0.4	-3.1	-0.1	9.0
Cc1occc1-c1nnc(SCC(=O)NC(C)(C)C)n1C(C)c1ccccc1 (stereo not drawn)	-10.2	-7.4	-5.3	7.5	-9.8	0.0	1.1	-2.0	1.3	-11.5
